Screening results: PubChem BioAssay, The Scripps Research Institute Molecular Screening Center
EBNA-1 inhibitor = blocks EBNA-1 binding to DNA. actives 0.34% (n = 300,000). EBNA-1 DNA binding, fluorescence polarization. AID 1950. inhibition, % at 14.8 µM; in the data active = inhibition above about 28%
PAFAH2 FP inh = inhibitors of human PAFAH2; Q99487; recombinant PAFAH2, FP-rhodamine activity probe, fluorescence polarization; inhibition, % at 3.39 µM; actives 0.99% (n = 340,000); AID 492956;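 active = inhibition above the mean over all tested compounds plus 3 SD, cut at about 30% in these data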;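 note: inhibitors block probe labeling of enzyme so polarization drops; 0% = enzyme with DMSO and 100% = wells lacking PAFAH2 protein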
PREPL inh = human PREPL enzyme inhibition; actives 0.68% (n = 320,000); Q4J6C6; recombinant PREPL, fluorescence polarization activity-based probe; inhibition, % at 5.96 µM; in the data active = inhibition above about 43%;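 note: 0% = enzyme with DMSO and 100% = wells lacking enzyme; many of its hits are not listed in these tables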
LYPLA1 inh = blocks human lysophospholipase 1, a PME1 counter-screen; O75608; recombinant LYPLA1, FP-Rh probe fluorescence polarization; inhibition, % at 5.9 µM; actives 0.16% (n = 320,000); AID 2174;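 active = inhibition above the mean of all tested compounds plus 3 SD, set per campaign, cut at about 14% in these data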;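 note: inhibitors block serine hydrolase probe labeling of LYPLA1 so polarization falls; 0% = enzyme with DMSO and 100% = wells lacking LYPLA1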
Target sequence (O75608 whole entry, looked up): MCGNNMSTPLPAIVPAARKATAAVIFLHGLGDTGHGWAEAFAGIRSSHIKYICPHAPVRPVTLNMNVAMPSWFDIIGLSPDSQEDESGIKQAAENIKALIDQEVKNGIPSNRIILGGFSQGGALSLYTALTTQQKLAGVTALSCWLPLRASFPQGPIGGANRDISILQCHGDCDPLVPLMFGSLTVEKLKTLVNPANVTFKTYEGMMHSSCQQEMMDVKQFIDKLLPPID
ZTA counter = ZTA (EBV) inhibition in EBNA-1 counter-screen. P03206. ZTA-DNA binding, fluorescence polarization. inhibition, % at 11 µM. actives 0.15% (n = 320,000). AID 2234; in the data active = inhibition above about 33%
Target sequence (P03206 whole entry, looked up): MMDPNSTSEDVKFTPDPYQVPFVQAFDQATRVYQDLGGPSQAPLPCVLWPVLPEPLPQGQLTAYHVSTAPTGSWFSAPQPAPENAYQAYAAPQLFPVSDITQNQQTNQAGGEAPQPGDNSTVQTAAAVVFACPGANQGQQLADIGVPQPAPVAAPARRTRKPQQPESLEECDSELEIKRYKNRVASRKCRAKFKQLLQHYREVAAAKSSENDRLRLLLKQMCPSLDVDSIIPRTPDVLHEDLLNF
PAD4 FP inh = blocks human protein arginine deiminase 4 | Q9UM07 | recombinant PAD4, RCA probe fluorescence polarization | inhibition, % at 6.36 µM | actives 0.41% (n = 330,000) | AID 485272;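 active = percent inhibition above a cutoff equal to the mean of all tested compounds plus 3 SD, cut at about 15% in these data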;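 note: 0% = PAD4 with RCA probe and DMSO and 100% = probe without PAD4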
PAFAH1B3 FP inh = PAFAH1B3 (human) inhibition. Q15102. AID 492972. recombinant PAFAH1B3, FP-rhodamine probe, fluorescence polarization. inhibition, % at 3.39 µM. actives 0.28% (n = 340,000);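 active = inhibition above the screen-wide average of all tested compounds plus 3 SD, cut at about 25% in these data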;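 note: 0% = enzyme with DMSO only and 100% = wells lacking PAFAH1B3 protein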
Target sequence (Q15102 whole entry, looked up): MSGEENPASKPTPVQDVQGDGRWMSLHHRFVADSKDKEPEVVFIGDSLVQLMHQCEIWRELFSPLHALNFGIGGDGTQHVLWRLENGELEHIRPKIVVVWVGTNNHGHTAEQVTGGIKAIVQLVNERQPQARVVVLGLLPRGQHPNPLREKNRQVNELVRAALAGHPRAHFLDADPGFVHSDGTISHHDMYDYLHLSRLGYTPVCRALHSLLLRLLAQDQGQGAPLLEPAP
GSTO1 inh = blocks human GSTO1 in RBBP9 counter-screen; AID 1974; recombinant GSTO1, activity-based probe fluorescence polarization; inhibition, % at 5.96 µM; actives 1.1% (n = 300,000);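 active = inhibition above the campaign mean inhibition plus 3 SD, cut at about 35% in these data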;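 note: 0% = GSTO1-1 with DMSO and 100% = wells lacking GSTO1-1 enzyme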
Target sequence (P78417 whole entry, looked up): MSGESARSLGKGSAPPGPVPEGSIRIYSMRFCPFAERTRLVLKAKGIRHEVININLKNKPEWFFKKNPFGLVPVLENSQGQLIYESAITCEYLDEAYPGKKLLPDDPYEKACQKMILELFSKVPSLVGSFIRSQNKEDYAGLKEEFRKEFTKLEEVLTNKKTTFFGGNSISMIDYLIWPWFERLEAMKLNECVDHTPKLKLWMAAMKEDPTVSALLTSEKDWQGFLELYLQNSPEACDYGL
LYPLA2 inh = blocks human lysophospholipase 2, a PME1 counter-screen; O95372; actives 0.38% (n = 320,000); inhibition, % at 5.9 µM; recombinant LYPLA2, FP-Rh probe fluorescence polarization; AID 2177;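 active = inhibition above the screen-wide mean plus 3 SD, limit set per campaign, cut at about 26% in these data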;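 note: 0% = LYPLA2 with DMSO and 100% = wells lacking LYPLA2 enzyme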
Starred values were filed as active, the others as inactive; . = no result given; & = joins results of further samples.

no. | SMILES | EBNA-1 inhibitor | PAFAH2 FP inh | PREPL inh | LYPLA1 inh | ZTA counter | PAD4 FP inh | PAFAH1B3 FP inh | GSTO1 inh | LYPLA2 inh
1 | Cc1nnc2ccc(N3CCOCC3)nn12 | 3 | 2 | -4 | 3 | 11 | -2 | -4 | 6 | 0
2 | COc1ccccc1NC(=O)CCN1CCN(Cc2ccccc2)CC1 | -2 | 0 | 6 | -1 | -2 | 7 | -8 | 2 | 0
3 | CCOC(=O)N1CCN(C(=O)c2cc(COc3ccc(F)cc3F)on2)CC1 | 4 | -2 | -1 | -4 | 7 | -5 | 1 | 2 | -3
4 | O=C(NCCN1CCCC1)C1CCC(=O)N(CCCN2CCOCC2)C1 (stereo unspecified) | 5 | 2 | 6 | 6 | 9 | -3 | -4 | 0 | 6
5 | CC1CN(C(=O)CCN2C(=O)c3ccccc3C2=O)CC(C)O1 (stereo unspecified) | -13 | -5 | 8 | 3 | 13 | -1 | 4 | -12 | -4
6 | NS(=O)(=O)c1ccc(NC(=O)COC(=O)c2c3c(nc4ccccc24)/C(=C\c2ccc4c(c2)OCO4)CCC3)cc1 | -2 | -39 | 23 | -42 | 8 | 2 | -74 | -21 | -72
7 | O=C(CN1CCSC1=NCc1ccccc1)c1ccc(Cl)cc1 | 3 | -7 | -47 | 0 | -6 | -5 | -1 | 3 | 3
8 | Cc1ccc(OCC(=O)NC2CCS(=O)(=O)C2)c([N+](=O)[O-])n1 (stereo unspecified) | 9 | 3 | -6 | -1 | 0 | 3 | 0 | 8 | -3
9 | OCCC1CN(Cc2cc3c(cc2Cl)OCO3)CCN1Cc1ccccc1 (stereo unspecified) | -5 | 2 | 0 | -1 | -9 | -6 | 2 | 19 | 1
10 | COc1cc(/C=C/C(=O)OCC(=O)NCCC2=CCCCC2)ccc1O | 13 | 57* | 23 | 6 | -7 | -2 | -5 | 32 | 4
11 | CCC(CCCO)CCC[C@H](C)CCC1OCCO1 (stereo partly specified) | . | -6 | 22 | 0 | 6 | -2 | 9 | . | 4
12 | Cc1ccc(/C(O)=C2\C(=O)C(=O)N(CCN(C)C)C2c2ccccc2F)cc1 (stereo unspecified) | 12 | -4 | -1 | 2 | 20 | -2 | 5 | 6 | 2
13 | C=CCOc1ccc(/C=C/C(=O)OC(C)C(=O)Nc2ccc(NC(C)=O)cc2)cc1 (stereo unspecified) | -7 | -1 | 5 | -2 | -14 | 1 | -5 | 4 | 3
14 | COc1cc(NS(=O)(=O)c2cc3c(cc2C)NC(=O)CO3)cc(OC)c1 | 10 | -2 | 11 | -6 | -1 | -6 | 1 | 3 | 2
15 | Cc1noc(C)c1S(=O)(=O)N1CCCC(C(=O)NCc2ccccc2Cl)C1 (stereo unspecified) | 5 | -5 | -2 | 5 | 3 | -1 | -4 | 4 | 5
16 | O=C(Nc1nc2c(F)cc(F)cc2s1)c1ccco1 | 0 | 17 | -2 | -4 | 3 | -3 | -5 | 2 | -1
17 | O=C(CN1C(=O)C2CC=CCC2C1=O)Nc1nccs1 (stereo unspecified) | 0 | 9 | 0 | 3 | -2 | 0 | 6 | -1 | 3
18 | CCN1C(=O)C(CC(=O)Nc2ccc(OC)cc2)N(CCc2ccc(F)cc2)C1=S (stereo unspecified) | 4 | 1 | 26 | -8 | 3 | -1 | 1 | 9 | -5
19 | CCc1cc2ccccc2nc1SCC(=O)Nc1cc(OC)c(OC)cc1C(=O)O | 15 | 16 | 5 | 0 | 3 | 3 | 9 | -4 | 6
20 | CC(C)N(CCNC(=O)c1oc(=O)c2ccccc2c1-c1ccccc1)Cc1ccco1 | -4 | -3 | -9 | -1 | -18 | 1 | 4 | 5 | 1
21 | CC(=O)CN1Cc2ccccc2/C1=N\C(=O)Nc1ccccc1 | 2 | 0 | 4 | 1 | 6 | -2 | 9 | -5 | -1
22 | CC1(c2ccccc2)NC(=O)N(CC(=O)Nc2ccccc2C(=O)NC2CC2)C1=O (stereo unspecified) | 15 | -7 | 7 | -1 | 14 | -3 | 6 | 0 | 6
23 | Cc1nc2ccccc2c(=O)n1NC(=O)c1ccc([N+](=O)[O-])cc1 | 0 | -4 | -5 | 0 | 2 | -6 | -2 | 2 | -4
24 | Cc1[nH]c2ccc(C(=O)NCCCN3CCCCC3)cc2c1C | -6 | -2 | 12 | 0 | -1 | -3 | 6 | 1 | -1
25 | Cc1cc(C)n(S(=O)(=O)c2ccc(Cl)c(Cl)c2Cl)n1 | 0 | -14 | 9 | 2 | -10 | 9 | 4 | 1 | -1
26 | O=C(CSC(=S)N1CCCC1)N1CCN(S(=O)(=O)c2cccc(F)c2)CC1 | 4 | 13 | 1 | 3 | 5 | 3 | 2 | -3 | -3
27 | CN(C(=O)c1cn2ccccc2n1)c1c(N)n(Cc2ccccc2)c(=O)[nH]c1=O | -2 | -2 | 1 | -1 | -1 | -1 | -3 | 4 | -1
28 | CCc1cccc(NC(=O)CN2C(=O)NC3(CCCCCCC3)C2=O)c1 | 2 | -1 | 8 | 3 | 0 | -7 | -2 | 2 | -6
29 | CN(C)S(=O)(=O)c1cccc(NC(=O)c2ccc(N3CCOCC3)c([N+](=O)[O-])c2)c1 | 1 | -6 | -1 | -3 | -11 | -2 | 8 | 0 | -3
30 | Cc1ccc(S(=O)(=O)NC(=O)c2cc(C)n(CCCn3ccnc3)c2C)cc1 | 14 | 1 | 16 | 4 | -9 | 0 | 0 | 2 | 8
31 | CC(C)NC(=O)N(C)C[C@@H]1Oc2c(NS(=O)(=O)c3ccccc3)cccc2C(=O)N([C@@H](C)CO)C[C@@H]1C | . | -1 | 16 | . | . | -1 | 6 | . | .
32 | CCC(Sc1ccc2nnc(-c3ccc(OC)c(OC)c3)n2n1)C(=O)O (stereo unspecified) | 3 | -10 | 12 | -1 | -10 | -1 | 8 | -1 | -2
33 | COc1ccc(OC)c(NC(=O)CCN2CCN(C/C=C/c3ccccc3)CC2)c1 | -2 | -2 | 38 | 1 | 8 | -1 | 5 | 1 | -2
34 | O=C(c1ccco1)N1CCN(C(=O)c2cnn(-c3cccc(F)c3)c2C2CCNCC2)CC1 | 9 | -5 | -2 | -4 | 5 | -3 | 6 | 4 | -1
35 | Cc1occc1-c1nnc(SCC(=O)N2CCOCC2)n1CC(C)C | 3 | -6 | 0 | -1 | 0 | -1 | 7 | -8 | -2
36 | O=C(CSc1nc(-c2ccco2)cc(C(F)(F)F)n1)N1CCSCC1 | -13 | -2 | -1 | 3 | -8 | 6 | 6 | 0 | 11

Quoted at random: 2 entries already listed.
no. | SMILES | EBNA-1 inhibitor | PAFAH2 FP inh | PREPL inh | LYPLA1 inh | ZTA counter | PAD4 FP inh | PAFAH1B3 FP inh | GSTO1 inh | LYPLA2 inh
36 | O=C(CSc1nc(-c2ccco2)cc(C(F)(F)F)n1)N1CCSCC1 | -13 | -2 | -1 | 3 | -8 | 6 | 6 | 0 | 11
25 | Cc1cc(C)n(S(=O)(=O)c2ccc(Cl)c(Cl)c2Cl)n1 | 0 | -14 | 9 | 2 | -10 | 9 | 4 | 1 | -1

The results go on.
no. | SMILES | EBNA-1 inhibitor | PAFAH2 FP inh | PREPL inh | LYPLA1 inh | ZTA counter | PAD4 FP inh | PAFAH1B3 FP inh | GSTO1 inh | LYPLA2 inh
37 | N=c1c[n+](N2CCOCC2)[n-]o1 | -2&-1 | -10 | -16&-5 | 0&0 | 9&2 | -2&0 | 9 | -3&4 | 4&5
38 | CSCC(=O)NS(=O)(=O)c1ccc(C)cc1 | 11 | -6 | 0 | 1 | -1 | -2 | 14 | 4 | -1
39 | c1ccc(-c2noc(CSc3nnnn3C3CCCCC3)n2)cc1 | -7 | 3 | -4 | -5 | -25 | -1 | 5 | 32 | -4
40 | COc1ccc(CCNC2CC(=O)N(N(C)C)C2=O)cc1OC (stereo unspecified) | 5 | -2 | -2 | -2 | 19 | 2 | 7 | 4 | -2
41 | Cc1ccc(C(=O)NCCc2nnc3ccc(SCC(=O)Nc4c(C)cc(C)cc4C)nn23)cc1 | -3 | 4 | -7 | -3 | 2 | 0 | -3 | 4 | 0
42 | O=C(c1cc2ccccc2o1)N1CC=C(c2ccccc2)CC1 | -2 | 3 | 3 | -2 | -4 | -2 | -3 | -4 | -6
43 | CCC(C)NS(=O)(=O)c1ccc(NC(=O)c2ccc([N+](=O)[O-])cc2Cl)cc1 (stereo unspecified) | -6 | 1 | 22 | 2 | -23 | 1 | 3 | -1 | 6
44 | Cc1ccc(S(=O)(=O)Nc2ccccc2C(=O)NCC2CCCO2)cc1 (stereo unspecified) | 12 | . | -1 | -5 | -6 | -2 | . | -11 | -2
45 | CN(C(=O)CSc1ncnc2sccc12)c1c(N)n(Cc2ccccc2)c(=O)[nH]c1=O | 7 | 3 | 2 | 1 | 10 | -2 | 3 | -4 | 5
46 | c1ccc2[nH]c(SCc3cn4ccccc4n3)nc2c1 | 1 | 3 | 7 | -7 | -18 | -2 | 1 | -2 | -9
47 | CCCCn1c(N)c(N(CC)C(=O)CCc2ccccc2)c(=O)[nH]c1=O | -9 | -2 | 2 | -2 | -8 | -6 | 1 | 2 | 1
48 | CCc1cc2c(=O)[nH]c(COC)nc2s1 | 3 | 0 | -2 | 3 | -11 | -2 | 8 | -4 | 8

Quoted from the listing:
cpd 42 @ PAFAH1B3 FP inh = -3
cpd 46 @ PAD4 FP inh = -2

The listing picks up with the 4 entries that preceded the break.
no. | SMILES | EBNA-1 inhibitor | PAFAH2 FP inh | PREPL inh | LYPLA1 inh | ZTA counter | PAD4 FP inh | PAFAH1B3 FP inh | GSTO1 inh | LYPLA2 inh
45 | CN(C(=O)CSc1ncnc2sccc12)c1c(N)n(Cc2ccccc2)c(=O)[nH]c1=O | 7 | 3 | 2 | 1 | 10 | -2 | 3 | -4 | 5
46 | c1ccc2[nH]c(SCc3cn4ccccc4n3)nc2c1 | 1 | 3 | 7 | -7 | -18 | -2 | 1 | -2 | -9
47 | CCCCn1c(N)c(N(CC)C(=O)CCc2ccccc2)c(=O)[nH]c1=O | -9 | -2 | 2 | -2 | -8 | -6 | 1 | 2 | 1
48 | CCc1cc2c(=O)[nH]c(COC)nc2s1 | 3 | 0 | -2 | 3 | -11 | -2 | 8 | -4 | 8
49 | O=C(COc1ccc2ccccc2c1)N1CCN(C(=O)c2ccc([N+](=O)[O-])cc2)CC1 | 0 | 4 | 35 | -3 | 8 | 0 | 6 | -1 | 3
50 | Cc1nn(-c2ccccc2)c2c1C(=O)N(Cc1ccccc1)C(=O)C(C)(C)C2 | -20 | -1 | 1 | -3 | 7 | -5 | 3 | 6 | -3
51 | O=C(O)c1c2c(nc3ccccc13)/C(=C/c1ccc(O)cc1)CCC2 | 0 | -6 | 7 | 2 | 7 | -5 | 6 | 4 | 4
52 | CCN(CC)S(=O)(=O)c1ccc(N2CCCC2)c(NS(=O)(=O)c2ccc(F)cc2)c1 | 0 | -1 | 13 | 0 | -8 | 3 | 4 | 2 | 0
53 | COc1ccc(C2=NOC(C(=O)Nc3c(C)n(C)n(-c4ccccc4)c3=O)C2)cc1 (stereo unspecified) | 11 | 1 | 3 | 1 | 4 | -2 | 1 | 7 | 2

Profiles as entered above. Screens in order: EBNA-1 inhibitor | PAFAH2 FP inh | PREPL inh | LYPLA1 inh | ZTA counter | PAD4 FP inh | PAFAH1B3 FP inh | GSTO1 inh | LYPLA2 inh
O=C(CSc1nc(-c2ccco2)cc(C(F)(F)F)n1)N1CCSCC1 as listed: -13 | -2 | -1 | 3 | -8 | 6 | 6 | 0 | 11
O=C(CSC(=S)N1CCCC1)N1CCN(S(=O)(=O)c2cccc(F)c2)CC1 as listed: 4 | 13 | 1 | 3 | 5 | 3 | 2 | -3 | -3
CCC(Sc1ccc2nnc(-c3ccc(OC)c(OC)c3)n2n1)C(=O)O (stereo unspecified) as listed: 3 | -10 | 12 | -1 | -10 | -1 | 8 | -1 | -2

An excerpt (hit frequency here may not be typical).
